Source: PubChem
NOD1 NF-kB reporter = NOD1 signaling inhibitors, primary screen, cell-based, luminescence, uHTS (AID 1578); one-dose inhibition, % at 4 µM; EC50 in µM for titrated hits; 1% of 290,000 active; NOD1-driven NF-kB luciferase reporter cells, luminescence; higher % means a stronger effect; in the data active means inhibition mostly above about 36%, no sharp cut-off; inactive means mostly below about 34%;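 further: HEK-293T reporter cells stimulated with the NOD1 agonist gamma-tri-DAP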
KOR beta-arrestin-1 = kappa opioid receptor activators – cell-based, luminescence, uHTS, primary screen (AID 1777); KOR beta-arrestin recruitment, luminescence; higher % means a stronger effect; 0.02% of 280,000 active; activation, % at 10 µM, or EC50 in µM where a hit was titrated; in the data active means activation above about 50%, passing the limit was not always enough; further: a part of the inactive calls stands beside numbers as strong as those of hits
West Nile virus CPE = West Nile virus antiviral activity, cell-based, CPE readout (AID 1621). West Nile virus-infected cells, CPE inhibition; higher % means a stronger effect. CPE inhibition, % at 10 µM, or IC50 in µM where a hit was titrated. 0.02% of 290,000 active; in the data active means a potency from the dose series; further: strong numbers were not always called active
NS5 inhibitors = Dengue-2 NS5 methyltransferase inhibitors, primary screen, biochemical, confirmation dose response (AID 588689); Dengue-2 NS5 methyltransferase capping enzyme assay, biochemical; higher % means a stronger effect; one-dose inhibition, % at 25 µM; IC50 in µM for titrated hits; 0.3% of 340,000 active; in the data active means a potency from the dose series
HIV peptide binding = inhibitors of HIV fusion peptide binding, primary screen, biochemical, uHTS, fluorescence dequenching (AID 1986); inhibition, % at 20 µM; hits with a dose series show IC50 in µM; 0.3% of 290,000 active; cell-free peptide binding, fluorescence dequenching, 30 min; higher % means a stronger effect; in the data active means inhibition mostly above about 52%, no sharp cut-off; inactive means mostly below about 76%; further: some results filed as inactive read as strong as hits
KOR beta-arrestin-2 = kappa opioid receptor blockers – cell-based, luminescence, uHTS (AID 1778); KOR beta-arrestin recruitment, luminescence, antagonist mode; higher % means a stronger effect; inhibition, % at 10 µM, or IC50 in µM where a hit was titrated; 0.091% of 290,000 active; in the data active means inhibition above about 50%; further: strong numbers were not always called active
GPR35 antagonists = GPR35 antagonists blocking zaprinast-driven arrestin recruitment, primary screen, imaging, U2OS, beta-arrestin-GFP, zaprinast agonist (AID 2058); U2OS GPR35 beta-arrestin-GFP translocation imaging, zaprinast antagonism; higher % means a stronger effect; inhibition, % at 10 µM, or IC50 in µM where a hit was titrated; 0.052% of 290,000 active;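 active means inhibition of at least 50% with at least 30 cells and total cytoplasm GFP at most 10,000,000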
GPR55 beta-arrestin = selective activators of receptor GPR55 – imaging, U2OS cells, beta-arrestin-GFP redistribution, primary screen (AID 1961) | activation, % at 10 µM; hits with a dose series show EC50 in µM | 0.048% of 290,000 active | U2OS GPR55 beta-arrestin-GFP redistribution imaging; higher % means a stronger effect;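 active means activation above 40% with more than 50 cells counted in the well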;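 further: U2OS osteosarcoma cells stably expressing GPR55 and beta-arrestin-GFP; plate controls were DMSO negative control for no effect and LPI positive control for full effect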
GPR55 LPI antagonism = inhibition of LPI-stimulated GPR55 beta-arrestin translocation – imaging, U2OS, beta-arrestin-GFP, LPI agonist, primary screen (AID 2013). 0.13% of 290,000 active. one-dose inhibition, % at 10 µM; IC50 in µM for titrated hits. U2OS GPR55 beta-arrestin-GFP translocation imaging, LPI antagonism; higher % means a stronger effect;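 active means spots per cell inhibited over 60%, with over 100 cells counted and total cytoplasm intensity under 500,000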;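 further: U2OS cells stably carrying GPR55 and arrestin-GFP stimulated by 5 µM LPI near EC80; imaged beta-arrestin-GFP aggregate spots per cell after agonist stimulation; plate controls were LPI-stimulated DMSO wells for no effect and DMSO wells without LPI for full effect; some results filed as inactive read as strong as hits; confirmed hits need IC50 under 10 µM and bright autofluorescent wells are also inconclusive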
NS5 inhibitors pilot replicate = recorded beside NS5 inhibitors, whose call it bears; inhibition, %; measured here: pilot screen replicate inhibition
The depositor's hits bear a star; nt = no result given; & = joins results of further samples; [ ] = dose if it differs, or a comment.

Preview, three compounds:
SMILES | NOD1 NF-kB reporter | KOR beta-arrestin-1 | West Nile virus CPE | NS5 inhibitors | HIV peptide binding | KOR beta-arrestin-2 | GPR35 antagonists | GPR55 beta-arrestin | GPR55 LPI antagonism | others
CC(=O)Nc1nc(-c2cccc3ccccc23)cs1 | -33% | -2.1% | -1.3% | -6% | 0.2% | -53%[20 µM] | 12% | 0.5% | -7%
c1ccc(-c2cnc(CSc3ncnc4sccc34)o2)cc1 | -22% | 0.2% | 0.0% | -13% | -0.3% | 4% | 16% | -0.2% | 12%
Cc1ccc(S(=O)(=O)Nc2cccnc2)cc1C | -20% | -3.2% | 0.4% | nt | 1.1% | -9% | -10% | -0.2% | 17%

The list itself (from the top)
SMILES | NOD1 NF-kB reporter | KOR beta-arrestin-1 | West Nile virus CPE | NS5 inhibitors | HIV peptide binding | KOR beta-arrestin-2 | GPR35 antagonists | GPR55 beta-arrestin | GPR55 LPI antagonism | others
CC(=O)Nc1nc(-c2cccc3ccccc23)cs1 | -33% | -2.1% | -1.3% | -6% | 0.2% | -53%[20 µM] | 12% | 0.5% | -7%
c1ccc(-c2cnc(CSc3ncnc4sccc34)o2)cc1 | -22% | 0.2% | 0.0% | -13% | -0.3% | 4% | 16% | -0.2% | 12%
Cc1ccc(S(=O)(=O)Nc2cccnc2)cc1C | -20% | -3.2% | 0.4% | nt | 1.1% | -9% | -10% | -0.2% | 17%
CN(C)S(=O)(=O)c1ccc(C(=O)NC2CCCc3ccccc32)cc1 (centres undefined) | -22% | 7.2% | 0.3% | -5% | -0.4% | -29% | -1% | 0.3% | -5%
CC(=O)Nc1ccc(C(=O)CSc2nnc(-c3ccc(O)cc3)n2CC2CCCO2)cc1 (centres undefined) | -3% | -1.0% | -0.6% | -8% | -2.5% | 31% | -11% | -0.2% | 8%
COc1cccc(-c2c(NC(=O)c3ccco3)oc3ccc(Cl)cc3c2=O)c1 | 15% | -5.4% | 0.2% | -13% | 2.3% | -55% | 13% | -0.1% | 6%
Cc1cc(C)c(NC(=O)Nc2ccccc2C)c(Cl)c1 | -37% | 6.2% | -0.1% | 0% | 2.4% | -20%[20 µM] | -3% | -0.1% | 3%
Cc1ccc(CNC(=O)C2CCN(c3nnc(N4CCCC4=O)s3)CC2)cc1 | -7% | -3.2% | -0.6% | 0% | -1.1% | -10%[20 µM] | 6% | 0.0% | 14%
O=C(c1ccc(Cl)c(S(=O)(=O)N2CCCC2)c1)N1CCN(c2ccccc2F)CC1 | -21% | -1.8% | -1.6% | -1% | -2.2% | -11% | -16% | 0.3% | -11%
C(=N\N1CCN(Cc2cccc3ccccc23)CC1)/c1ccco1 | -25% | 5.1% | -0.7% | -5% | 1.5% | -61% | -8% | -0.1% | 5%
COC(=O)COc1ccc(C(c2c(C)[nH][nH]c2=O)c2c(C)[nH][nH]c2=O)cc1 | -34% | 1.4% | 0.7% | nt | 0.0% | -22% | 3% | 0.3% | 18%
Cc1cc(N2CC(C(=O)NCc3cccs3)CC2=O)ccc1C(C)C (centres undefined) | 5% | -0.1% | -1.7% | -2% | -1.3% | 9% | -14% | 0.0% | 27%
O=C(Nc1ccnc(-c2cccnc2)n1)c1cccc(Cl)c1Cl | 28% | 1.7% | -0.2% | -5% | -1.4% | 0% | -11% | 0.0% | 1% | NS5 inhibitors pilot replicate=-4.2
CC(C)CC(c1nnnn1Cc1ccc2c(c1)OCO2)N1CCC(C(N)=O)CC1 (centres undefined) | -28% | -1.3% | -0.7% | -10% | 1.2% | -31%[20 µM] | -1% | -0.1% | -6%
Cn1c(C(=O)N[C@@H](Cc2ccccc2)C(=O)O)cc2cc(F)ccc21 | -8% | -2.3% | 0.3% | 5% | 2.2% | -23% | -7% | -0.1% | 2%
CCc1ccccc1NC(=O)Cn1c(=O)n(-c2ccc(CC(=O)NCC3CCCO3)cc2)c(=O)c2ccccc21 (centres undefined) | -55% | 2.7% | 0.9% | 1% | -0.5% | -14% | 7% | -0.5% | 1%
C=C(C)CN(CC)c1nc(N)c(C#N)c(CC#N)c1C#N | 1% | 16% | 0.1% | -6% | 0.6% | 24% | -15% | 0.7% | 0%
CN1C(=O)/C(=N/OC(=O)c2ccccc2)c2ccccc21 | 1% | 0.9% | 0.0% | -43% | -0.2% | 23% | -10% | 0.0% | -6%
CCOC(=O)c1cnc(C(C)(C)C)[nH]c1=O | -7% | 4.8% | 1.0% | -5% | 2.3% | 10% | -10% | -0.1% | 6%
O=C(Nc1ccc(S(=O)(=O)N2CCCC2)cc1)C1CCCCC1 | -30% | 0.9% | -1.1% | 2% | -0.7% | -25% | 1% | 0.3% | 8%
CCC(C)(C)NC(=O)C(c1ccco1)N(C(=O)CNC(=O)c1cccs1)c1cccnc1 (centres undefined) | -22% | -0.2% | -0.8% | 2% | -0.3% | 10% | 0% | -0.3% | -9%
CC(=O)O[C@]1(C(C)=O)CC[C@H]2[C@@H]3C[C@H](C)C4=CC(=O)CC[C@]4(C)[C@H]3CC[C@@]21C | 11% | -2.0% | -0.1% | -7%&-38% | -2.3% | -50% | -4% | 0.4% | 10%
COc1ccc(CCNC(=O)c2ccc(NS(=O)(=O)c3c(C)noc3C)cc2)cc1OC | -23% | -0.6% | 0.1% | -2% | -3.3% | -12% | 18% | 0.0% | 3%
CCOc1ccc(-c2nnn(CC(=O)N3CCN(c4ccc(OC)cc4)CC3)n2)cc1OCC | 7% | 12% | -1.1% | 2% | 11% | 32% | -17% | 0.1% | 0%
c1cc2c3c(cccc3c1)NC1(CCCCC1)N2 | -5% | -7.2% | 0.3% | -1% | -0.5% | 23% | 5% | -0.1% | 12%
COc1ccc(/C=C/C(=O)NC(=S)Nc2ccccn2)cc1 | -4% | -1.6% | -1.1% | 1% | -1.9% | 2% | -8% | 0.0% | 0%
COc1nc(N(C#N)CC(N)=O)nc(N2CCCC2)n1 | 16% | -1.8% | 0.2% | -1% | 0.4% | -4% | -10% | 0.4% | 4% | NS5 inhibitors pilot replicate=-0.6
Cc1cc(/C=C(\C#N)C(=O)Nc2ccccc2F)c(C)[nH]1 | -58% | -4.0% | -0.3% | -4% | 2.1% | -7%[20 µM] | 6% | 0.5% | 3%
COc1ccc(Cc2nc(C)cc(Cl)n2)cc1[N+](=O)[O-] | -18% | 0.4% | -0.6% | -5% | -1.5% | 5% | -15% | 0.4% | 0%
CC(=O)Nc1c(C)nn(-c2ccc(C)c(C)c2)c1C | -1% | -0.9% | -0.3% | -1% | 0.0% | 10% | 4% | 0.0% | -8%
O=C(N/C(=C/c1ccc([N+](=O)[O-])cc1)C(=O)N1CCCC1)c1ccccc1 | -1% | 0.2% | -0.9% | 7% | -1.4% | 3% | -4% | -0.2% | 12%
CC(C)(C)c1cc(NC(=O)Nc2ccc(Br)cc2Cl)no1 | -20% | -3.5% | -0.8% | -2% | -0.6% | -5% | 11% | 0.1% | -5%
Clc1ccc(OCCNCCc2ccccc2)cc1 | -45% | -4.7% | -0.7% | -4% | -0.4% | -8%[20 µM] | 7% | 0.8% | -19%
Cc1ccc(NCc2n[nH]c(=S)n2-c2cccc(Cl)c2)cc1 | -19% | -1.5% | 0.0% | 6% | -1.9% | 0% | -1% | 0.9% | 9%
CCOc1ccc(CCNC(=O)C2CCN(S(=O)(=O)c3ccc(C)cc3)CC2)cc1OCC | -33% | 2.3% | -0.7% | 4% | -1.0% | -2% | -12% | 0.0% | 0%
COc1ccc(CCNC(=O)CCCCCN2C(=O)c3ccccc3C2=O)cc1OC | -2% | 4.7% | -0.2% | -6% | 0.7% | 13% | 19% | 1.1% | -7%
Cc1cc(=O)[nH]c2c(C)cc(S(=O)(=O)Nc3ccc(O)cc3)cc12 | -34% | -2.0% | -0.7% | 7% | -1.7% | 2% | -1% | -0.2% | 1%
O=C(COC(=O)c1cn(-c2ccccc2)nc1-c1cccs1)NC1CC1 | nt | -1.2% | 0.2% | 1% | -1.5% | -11% | 7% | -0.1% | 12%
COC(=O)C(C(=O)NCC1CCCO1)C1CCCCCC1 (centres undefined) | -16% | -3.1% | -0.1% | 1% | -0.9% | 16% | 4% | 0.2% | -1%
O=S(=O)(Nc1cccc(-c2cn3cccnc3n2)c1)c1ccccc1 | 36% | 5.0% | 0.0% | -3% | -0.3% | -12% | nt | -0.3% | -7%
CCCc1cc(=O)oc2c3c(cc(OCC(=O)N[C@@H](CSC)C(=O)O)c12)OC(C)(C)CC3 | 3% | -1.2% | 0.3% | -8% | 0.8% | -32% | 8% | -0.1% | 2%
O=C(/C=C/c1ccccc1)NCCc1nc2ccccc2[nH]1 | -5% | 1.6% | 0.1% | -5% | -1.6% | 12% | 0% | -0.1% | 8%
O=C(O)c1cccc(S(=O)(=O)Nc2ccccc2Cc2ccccc2)c1 | nt | -1.5% | -0.2% | -2% | 3.5% | -14% | 9% | -0.1% | 7%
C=C(C)c1cccc(C(C)(C)NC(=O)Nc2ccc(OC)nc2)c1 | -1% | 10% | -0.3% | 11% | 6.5% | 10% | 14% | -0.2% | -1%
COc1ccc(S(=O)(=O)N2CCN(CCc3ccccc3)CC2)cc1 | -12% | 0.5% | -0.1% | -10% | -0.6% | 9% | 1% | 0.3% | 1%

Arranged by SMILES length (high to low): three of the compounds above.
SMILES | NOD1 NF-kB reporter | KOR beta-arrestin-1 | West Nile virus CPE | NS5 inhibitors | HIV peptide binding | KOR beta-arrestin-2 | GPR35 antagonists | GPR55 beta-arrestin | GPR55 LPI antagonism | others
O=C(O)c1cccc(S(=O)(=O)Nc2ccccc2Cc2ccccc2)c1 | nt | -1.5% | -0.2% | -2% | 3.5% | -14% | 9% | -0.1% | 7%
O=S(=O)(Nc1cccc(-c2cn3cccnc3n2)c1)c1ccccc1 | 36% | 5.0% | 0.0% | -3% | -0.3% | -12% | nt | -0.3% | -7%
O=C(/C=C/c1ccccc1)NCCc1nc2ccccc2[nH]1 | -5% | 1.6% | 0.1% | -5% | -1.6% | 12% | 0% | -0.1% | 8%

Reprinted at random: 3 compounds from above
SMILES | NOD1 NF-kB reporter | KOR beta-arrestin-1 | West Nile virus CPE | NS5 inhibitors | HIV peptide binding | KOR beta-arrestin-2 | GPR35 antagonists | GPR55 beta-arrestin | GPR55 LPI antagonism | others
O=C(/C=C/c1ccccc1)NCCc1nc2ccccc2[nH]1 | -5% | 1.6% | 0.1% | -5% | -1.6% | 12% | 0% | -0.1% | 8%
O=C(O)c1cccc(S(=O)(=O)Nc2ccccc2Cc2ccccc2)c1 | nt | -1.5% | -0.2% | -2% | 3.5% | -14% | 9% | -0.1% | 7%
COc1ccc(S(=O)(=O)N2CCN(CCc3ccccc3)CC2)cc1 | -12% | 0.5% | -0.1% | -10% | -0.6% | 9% | 1% | 0.3% | 1%

Only part of the results is shown, so the mix of outcomes need not match the whole.
